XiGFP reactiv: activators of inactive X chromosome reactivation, primary screen, imaging, XiGFP fibroblasts, GFP high-content imaging, set 2; XiGFP mouse fibroblasts, % GFP-positive cells imaging, 3 d; cells co-treated with 5-aza-dC sensitizer; scaled so ellipticine positive control = 100%; activation, % at 7.58 µM; 360,000 compounds, 0.055% hits; AID 743238, 2013;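 active means mean normalized replicate activation at least 10% and every replicate at or above 10%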;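 further: 0% = median of on-plate neutral control wells and 100% = ellipticine 6 µM median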
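System: 68-5-11 XiGFP fibroblast line | Buffer or medium: DMEM containing 5-aza-dC | Compound: Single point | Times: Compounds 3 days, fix/stain 15 min at room temperature | Benchmarks: Positive control ellipticine, 6 µM final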
S100A4 MyoIIA: inhibitors of S100A4-myosin IIA peptide binding, primary screen, biochemical, fluorescence polarization, TAMRA-MyoIIA peptide; 360,000 compounds, 0.14% hits; inhibition, % at 10.7 µM; AID 652163, 2013;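 active means mean inhibition of at least 70% across replicates, with every replicate also reaching that level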
Target sequence (P26447 whole entry, looked up): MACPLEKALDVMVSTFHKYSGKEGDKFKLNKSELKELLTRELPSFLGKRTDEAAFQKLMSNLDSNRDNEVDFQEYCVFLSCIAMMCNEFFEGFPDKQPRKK
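System – human S100A4 monomer protein, biochemical binding assay · Buffer or medium – Calcium-containing HEPES buffer, pH 7.2 · Timing – 5 min between mix addition and reading · Also added – TAMRA-labelled myosin IIA heavy-chain peptide probe, 5 nM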
ERp5 inh: inhibitors of ERp5-driven insulin aggregation, primary screen, biochemical, turbidity, absorbance 650 nm, single point; 90 min; inhibition, % at 9.99 µM; 350,000 compounds, 0.05% hits; AID 651711, 2012;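 active means mean replicate inhibition above about 25%, with every replicate also reaching it, limit read from the data, passing the limit was not always enough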
Target sequence (Q15084 whole entry, looked up): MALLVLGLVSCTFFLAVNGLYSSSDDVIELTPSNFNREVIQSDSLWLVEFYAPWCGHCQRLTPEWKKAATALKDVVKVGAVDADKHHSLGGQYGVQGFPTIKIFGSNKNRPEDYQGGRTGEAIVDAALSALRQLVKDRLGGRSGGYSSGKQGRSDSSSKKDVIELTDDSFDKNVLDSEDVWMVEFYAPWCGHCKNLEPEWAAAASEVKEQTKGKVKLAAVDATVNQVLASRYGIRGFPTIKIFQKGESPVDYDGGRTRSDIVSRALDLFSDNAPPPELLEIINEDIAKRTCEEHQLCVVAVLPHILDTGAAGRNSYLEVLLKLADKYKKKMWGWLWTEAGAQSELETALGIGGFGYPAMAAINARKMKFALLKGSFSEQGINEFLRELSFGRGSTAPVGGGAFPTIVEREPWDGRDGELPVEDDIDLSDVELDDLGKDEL
RAD54 branch: inhibitors of human RAD54 branch migration, primary screen, biochemical, fluorescence, single point. DNA repair and recombination protein RAD54-like (Homo sapiens), Q92698. AID 602329, 2012. RAD54 Holliday junction branch migration, FAM/BHQ fluorescence. 360,000 compounds, 0.14% hits. inhibition, % at 10.4 µM;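 active means mean normalized replicate activity at least 40 and at least half of replicates scoring 40 or more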;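 further: 0% = median of neutral control wells and 100% = median of positive control wells; inhibitors cause a drop in the FAM fluorescence signal; in these data hits start at about 50%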
RAD52 anneal inh: RAD52 DNA annealing inhibitors, primary screen, biochemical, FRET, single point, set 2 | recombinant RAD52 DNA annealing, FRET fluorescence | inhibition, % at 18.7 µM | 360,000 compounds, 0.46% hits;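 active means every replicate showing at least 50% inhibition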
Target sequence (P43351 whole entry, looked up): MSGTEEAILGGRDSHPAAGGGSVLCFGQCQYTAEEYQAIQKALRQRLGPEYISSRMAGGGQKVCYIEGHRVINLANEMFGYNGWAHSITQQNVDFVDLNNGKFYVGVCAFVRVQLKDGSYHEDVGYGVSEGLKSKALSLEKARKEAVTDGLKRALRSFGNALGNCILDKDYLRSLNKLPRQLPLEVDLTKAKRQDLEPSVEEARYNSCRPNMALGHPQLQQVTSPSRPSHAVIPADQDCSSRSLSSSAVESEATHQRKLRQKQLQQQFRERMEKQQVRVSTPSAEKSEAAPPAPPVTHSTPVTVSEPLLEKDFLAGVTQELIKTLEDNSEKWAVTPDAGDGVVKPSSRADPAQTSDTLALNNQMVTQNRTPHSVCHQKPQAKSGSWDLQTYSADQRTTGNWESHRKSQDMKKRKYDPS
esBAF inh: Bmi1 luciferase reporter increase in mESCs, primary screen, esBAF inhibitor project, mouse ES cells, Bmi1 luciferase knock-in, single point; 24 h; 100% = twice the neutral-well signal; reporter increase, % at 12.5 µM; 350,000 compounds, 2% hits; AID 602393, 2012; in the data active means activation above about 40%;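 further: 0% = median of the plate's neutral control wells and 100% = double that signal; a rise in the Bmi1 reporter signal indicates esBAF inhibition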
ERAP1 HTS inh: human ERAP1 aminopeptidase inhibitors, primary screen, biochemical, single point, plate reader; inhibition, % at 10.7 µM; 340,000 compounds, 0.15% hits; AID 652197, 2013; recombinant ERAP1, Leu-AMC fluorescence, 60 min;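 active means mean replicate inhibition of at least 30%, or all replicates individually reaching that 30% level; inactive means mean below 30% and not every replicate reaching it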;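 further: 0% = neutral control wells and 100% = L-leucinethiol positive control wells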
E-selectin induc: E-selectin induction in HUVECs, primary screen, imaging, HUVEC, immunofluorescence imaging, single point | 260,000 compounds, 0.37% hits | AID 686992, 2013 | P16581 | activation, % at 7.58 µM | normalized: neutral wells 0, TNF-alpha wells 100;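 active means mean E-selectin-positive cell signal at least 10% of the positive control, reached in at least 60% of replicates, without over 20% cell loss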;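 further: in these data hits start at about 27%; measured in HUVEC primary endothelial cells; signal is the percent of cells scored E-selectin positive by PE staining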
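System: HUVEC / Compound: single concentration / Signal: immunofluorescence imaging / Read-out: percent E-selectin-positive cells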
The depositor's hits bear a star; nt = no result given; & = joins results of further samples.

structure	XiGFP reactiv	S100A4 MyoIIA	ERp5 inh	RAD54 branch	RAD52 anneal inh	esBAF inh	ERAP1 HTS inh	E-selectin induc
C[C@@H]1CN([C@H](C)CO)S(=O)(=O)c2ccc(Br)cc2O[C@@H]1CN(C)C(=O)CC1CC1	0.4	-10	0	-4	-2	3	1	0.1
C[C@H](CO)N1C[C@H](C)[C@@H](CN(C)C(=O)Nc2ccc3c(c2)OCO3)OCc2cn(nn2)CCCC1=O	-0.1&-0.1	-5&-3	-4&4	0	10&-8	6&11	1&1	-0.3&0.2
CN1CCN(C(=O)C[C@@H]2C[C@@H]3c4cc(NC(=O)Nc5ccccc5F)ccc4O[C@@H]3[C@@H](CO)O2)CC1	-0.1	nt	nt	2	nt	0	nt	-0.2
COc1ccc(S(=O)(=O)Nc2cccc3c2O[C@@H](CN(C)Cc2ccc(C(F)(F)F)cc2)[C@@H](C)CN([C@H](C)CO)C3=O)cc1	0.7	4	5	3	6	-6	0	0.0
Cc1ccc(-c2noc(CSc3nnc(-c4cccs4)n3C)n2)cc1	nt	-1	1	1	-5	-4	3	nt
COc1ccc(S(=O)(=O)N(C)C[C@H]2OCCCC[C@H](C)Oc3ccc(NS(=O)(=O)c4ccc(F)cc4)cc3C(=O)N([C@@H](C)CO)C[C@@H]2C)cc1	0.1	-19	-4	-16	16	5	0	-0.2
COc1cccc(C(=O)N(C)CC(=O)Nc2ccc(F)c(F)c2F)c1	0.1	2	4	-1	-13	1	-2	0.0
O=C(COc1ccc2ccc(=O)oc2c1)OCc1ccccc1	0.3	-2	-1	nt	-1	nt	7	3.8
O=C(Nc1cccc(Cl)c1)N[C@H]1CC[C@@H](CCNC(=O)C2CCOCC2)O[C@H]1CO	0.1	-12	-3	4	-5	-1	-2	0.1
Cc1nn(-c2ccc(F)cc2)c(Cl)c1/C=C/C(=O)N1CCNC(=O)C1	0.0	3	-1	nt	-4	nt	2	nt
O=C(NCCN1CCOCC1)c1cc(-c2ccccc2)nc2ccccc12	0.0	0	4	6	6	-8	-4	-0.5
CCC(=O)N1CC(=O)N2[C@@H](CO)[C@H](c3ccc(-c4ccccc4F)cc3)[C@@H]2C1	0.3	-3	-5	nt	3	nt	-1	0.6
Cc1ccc2nc(SCc3nc4ccccc4c(=O)[nH]3)[nH]c2c1	0.0	-4	3	4	-8	51*	-3	nt
CCCCn1c(SCC(=O)NC2CC2)nc2ccccc2c1=O	0.1	3	2	-4	-7	-5	-5	0.9
CCNC(=S)N(CCc1c(C)[nH]c2ccc(C)cc12)Cc1cccnc1	0.3	-2	1	7	-96	8	5	0.4
COC(=O)c1c(C)nsc1NC(=O)Oc1ccccc1	0.2	-3	3	nt	1	nt	1	1.3
FC(F)(F)c1cccc(Cc2noc(CN3CCCCC3c3ccccn3)n2)c1 (configuration not stated)	0.0	1	-3	1	-21	9	-2	3.7
CC(Sc1nncn1C)C(=O)NCCC1=CCCCC1 (configuration not stated)	0.3	-3	-1	nt	2	nt	-4	-0.1
CC(=O)c1ccc(S(=O)(=O)NC2CC(=O)N(c3ccc(Cl)cc3)C2)cc1 (configuration not stated)	-0.1	59	-4	nt	-1	nt	-9	-0.2
O=C(O)c1nn(CC(=O)N2CCN(c3ncc(C(F)(F)F)cc3Cl)CC2)c(=O)c2ccccc12	0.1	-3	-2	-5	-2	-2	-6	1.3
Cc1cc(C)cc(N/C(N)=N/c2nc(C)cc(C)n2)c1	0.0	-4	2	0	20	nt	-3	nt
COc1ccc(NC(=O)C23CC4CC(C2)CC(c2ccc(C)cc2)(C4)C3)cc1	0.1	1	-8	nt	-4	nt	-1	nt
CC(C)C(=O)Nc1nnc(SCc2cccc(F)c2)s1	0.2	-4	7	nt	-3	nt	7	3.5
Cc1ccnc(N2CCCC(C(=O)Nc3cccc(C)c3C)C2)n1 (configuration not stated)	0.0	-3	1	8	-7	2	-3	-0.1
CCOC(=O)C1=C(COC(=O)COc2ccccc2C(C)C)NC(=O)NC1C (configuration not stated)	0.0	-4	-4	3	0	-1	-1	3.0
COCC(C)n1c(C)cc(C(=O)COc2ccc(N(C)S(=O)(=O)c3ccc(NC(C)=O)cc3)cc2)c1C (configuration not stated)	0.1	-3	-4	5	-14	nt	-7	-0.2
CN(Cc1ccon1)Cc1cn(C)nc1-c1ccc2c(c1)OCCO2	0.0	-1	20	nt	-11	nt	1	-0.1
Cc1ccc(-n2c(C)nnc2SCC(=O)N2CCOCC2)cc1	0.0	1	4	0	-13	1	-1	nt
CN(C)S(=O)(=O)c1ccc(NC=O)cc1	0.1	-3	3	nt	-7	nt	4	nt
Cc1ccccc1-c1cc2nc(NCCOc3ccccc3)n(C)c(=O)c2s1	-0.1	-3	4	2	0	-2	-1	0.5
COc1cc(C(=O)OCc2ccc(C)cc2)cc(NC(=O)c2cccs2)c1OC	0.1	-6	3	nt	-10	nt	-5	nt
COc1ccc2c(c1)C(c1ccc(C)o1)=NNC(c1cccnc1)=N2	0.7	-10	3	-3	-31	-6	1	-4.8
Cc1cc(C)n(CCNC(=O)CC2C(=O)NCCN2Cc2ccccc2C(F)(F)F)n1 (configuration not stated)	0.1	1	2	-12	-14	0	-1	nt
Cc1c(NS(=O)(=O)c2cccc(C(=O)N3CCC(C)CC3)c2)c(=O)n(-c2ccccc2)n1C	0.1	3	7	-3	-10	nt	-3	nt
CCOc1ccccc1NC(=O)/C(C#N)=C/c1cccnc1	0.1	-2	7	0	-15	-4	1	0.0
C=CCOC(=O)C1=C(C)NC(=O)NC1c1cc2c(cc1Br)OCO2 (configuration not stated)	0.1	30	-7	10	-3	4	3	nt
Cc1ccc(N2C(=O)CC(Sc3ncccc3C(=O)O)C2=O)cc1 (configuration not stated)	0.2	-1	1	nt	-10	nt	-1	nt
CN1C(=O)c2ccccc2N(C)C1c1cccc(O)c1 (configuration not stated)	0.0	-1	2	0	-5	2	-26	nt
OCCCNC(=S)NC1CCCC1	0.0	1	8	nt	4	nt	2	nt
O=C(CSc1ccc(Br)cc1)Nc1ccc(N2CCOCC2)cc1	0.0	4	-1	8	-6	-4	-2	-0.1
CN(C)CC(=O)N1CC2(C1)[C@H](c1ccccc1)[C@@H](CO)N2S(=O)(=O)c1ccccc1	0.0	-8	1	nt	-30	nt	0	0.0
CCOc1ccccc1OCC(=O)OCC(=O)c1c(C)[nH]c2ccccc12	0.0	67	3	nt	-24	-4	2	0.3
Cc1ccc(C(=O)N(C)CC(=O)Nc2ccc(N3CCOCC3)cc2)s1	0.1	-4	-1	-8	3	20	0	-2.0
CCCC(=O)NNC(=O)CCC(=O)Nc1ccccc1Cl	-0.8	-4	6	nt	-8	nt	3	-2.4
Cc1ccc(CNC(=O)c2ccc(CS(=O)(=O)c3ccccc3C)o2)cc1	0.0	2	-1	nt	-10	nt	-4	2.4
Cc1nn(C)c(Cl)c1CN1CCN(CCC(C)C)C(CCO)C1 (configuration not stated)	-0.1	-12	1	0	-18	-13	-2	2.8
CCN1CCN(CC(=O)Nc2cc(C)c(C)cc2[N+](=O)[O-])CC1	0.1	2	-2	nt	-20	0	-1	nt
CC(C)Oc1ccc(CN=C(N)N=C(N)N)cc1Cl	0.0	-3	-4	nt	-9	nt	16	nt
Cc1ccc(CN2C(=O)N/C(=C/c3ccc(-c4ccc(C(=O)O)cc4)o3)C2=O)cc1	-0.2	-1	-3	nt	-71	nt	11	nt
Cc1cccc(C(=O)OCC(=O)c2ccc3c(c2)NC(=O)CO3)c1	0.2	-1	10	nt	-14	nt	-3	-0.1

Random excerpt: 3 compounds from above.
structure	XiGFP reactiv	S100A4 MyoIIA	ERp5 inh	RAD54 branch	RAD52 anneal inh	esBAF inh	ERAP1 HTS inh	E-selectin induc
COC(=O)c1c(C)nsc1NC(=O)Oc1ccccc1	0.2	-3	3	nt	1	nt	1	1.3
CN(C)CC(=O)N1CC2(C1)[C@H](c1ccccc1)[C@@H](CO)N2S(=O)(=O)c1ccccc1	0.0	-8	1	nt	-30	nt	0	0.0
COc1ccc(S(=O)(=O)N(C)C[C@H]2OCCCC[C@H](C)Oc3ccc(NS(=O)(=O)c4ccc(F)cc4)cc3C(=O)N([C@@H](C)CO)C[C@@H]2C)cc1	0.1	-19	-4	-16	16	5	0	-0.2

Next compounds:
structure	XiGFP reactiv	S100A4 MyoIIA	ERp5 inh	RAD54 branch	RAD52 anneal inh	esBAF inh	ERAP1 HTS inh	E-selectin induc
N#C/C(C(N)=O)=C1/CCCN1Cc1ccccc1	0.1	3	3	-3	-19	-8	-5	0.1
CC(C)N1CCSC1=S	-0.1	0	-4	4	-1	nt	0	0.3
CCc1nc2ccc(C(=O)Nc3ccc(OC)c(OC)c3)cn2c1N(C)C(=O)Cc1ccccc1	0.1	-4	-11	9	-1	0	6	-0.1
O=C(c1cnccn1)N1C[C@@H]2[C@H](c3ccccc31)[C@H](CO)N2Cc1ccccc1Cl	0.3	2	1	3	-9	-3	1	-0.3
COC(=O)[C@H]1[C@H](CO)[C@H]2Cn3c(ccc(-c4ccc(F)cc4)c3=O)[C@H]2N1Cc1ccccn1	0.1	-2	nt	7	-9	3	-9	0.1
Cc1ccc(NCc2nnc3n2CCCCC3)c(C)c1	0.6	3	5	nt	-19	nt	-1	nt
CCCNC(=O)N1CC2(CN(S(=O)(=O)c3ccc(OC)cc3)C2)c2c(n(C)c3cc(OC)ccc23)[C@@H]1CO	-0.1	-10	1	nt	0	nt	nt	-0.7
CS(=O)(=O)c1ccc(-c2cc(NC=O)c3ncc(-c4ccc(F)cc4)n3c2)cc1	0.0	1	-1	-14	-24	4	-3	0.0
CO[C@@H]1CN(C)C(=O)c2cccc(C#N)c2OC[C@H]2O[C@H](CC[C@H]2OC)CCN(C)C(=O)[C@H]1C	0.2	11	8	-17	-6	1	7	0.0

High-throughput results: PubChem BioAssay, Broad Institute
